Platelet DG rel = platelet dense granule release activity. 0.22% of 300,000 active. AID 1663. human platelet-rich plasma, SFLLRN dense granule ATP release, luminescence. inhibition, %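 (compounds screened at 7.5 µM in platelet-rich plasma)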;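 active = mean replicate score, as percent of positive control, at or above 50; inconclusive = mean below 50 but at least one replicate at or above 50; inactive = mean and every replicate below 50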
GSK3B inh = blocks human GSK3beta kinase activity. P49841. GST-GSK3beta kinase, ADP-Glo luminescence, 60 min; hits give low values. 0.038% of 300,000 active. activity score (negative = inhibition), % at 10 µM;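 active = more than half of replicate wells score below -50%, meaning over 50% inhibition versus plate controls; inconclusive = some replicates but at most half score below -50%; inactive = no replicate scores below -50%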;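 note: 0% = median DMSO wells and -100% = median GW8510 positive control wells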
Target sequence (P49841 whole entry, looked up): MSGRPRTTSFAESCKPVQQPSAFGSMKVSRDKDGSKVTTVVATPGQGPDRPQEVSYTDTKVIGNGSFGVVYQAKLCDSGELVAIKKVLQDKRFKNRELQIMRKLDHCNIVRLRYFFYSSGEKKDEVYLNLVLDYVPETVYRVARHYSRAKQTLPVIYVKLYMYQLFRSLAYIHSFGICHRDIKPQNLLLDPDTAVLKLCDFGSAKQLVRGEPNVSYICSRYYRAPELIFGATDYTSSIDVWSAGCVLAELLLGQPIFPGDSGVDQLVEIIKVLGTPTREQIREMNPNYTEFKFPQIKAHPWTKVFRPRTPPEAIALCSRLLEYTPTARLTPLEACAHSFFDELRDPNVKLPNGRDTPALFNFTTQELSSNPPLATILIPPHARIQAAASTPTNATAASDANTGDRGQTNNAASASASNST
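Test system – GST-tagged human GSK3beta kinase, cell-free · Incubation – 60 min enzyme reaction, room temperature · Signal – ADP-Glo luminescence · Also added – peptide substrate and ATP at 25 µM · Controls – DMSO neutral wells and GW8510 at 20 µM as positive · Buffer or medium – Tris/MgCl2 kinase buffer · Measure – Luminescence-derived activity versus plate DMSO and GW8510 wells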
HSF1 activator = increases HSF-1 driven luciferase reporter signal. NIH3T3-HGL HSF-1 luciferase reporter, MG132, 8 h; 100% = twice DMSO control signal. activation, % at 9 µM. 1.7% of 300,000 active. AID 504408;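 active = mean replicate activation of at least 50% with a set share of replicates each reaching 50%; inconclusive = only one of those two conditions met; inactive = mean below 50% and too few replicates reaching it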;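 note: 0% = median of the neutral control wells and 100% = twice that signal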
PolyA inhibitor = blocks polyadenylation in yeast reporter cells. S. cerevisiae SKY197-pL101 polyadenylation reporter, beta-gal luminescence; efflux-impaired pdr1/pdr3 knockout yeast; score 100 = 6 SD above DMSO. calls only at 12 µM. 0.02% of 300,000 active;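 active = lowest replicate activity score at least 50, where 100 means six control SD above control mean; inconclusive = lowest score under 50 but half or more replicates reach 50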;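 note: yeast exposed to compound for 9 h at 30 °C; higher score means more reporter readthrough which indicates perturbed polyadenylation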
HDAC3 inh = blocks human histone deacetylase 3; O15379; recombinant HDAC3, fluorogenic peptide/trypsin coupled, fluorescence; inhibition, % at 8.3 µM; 0.15% of 320,000 active; AID 2718; in the data active = inhibition above about 26%, passing the limit was not always enough; inconclusive = no clear call, values can overlap the other calls
GSK3 alpha inh = blocks human GSK-3 alpha kinase; P49840; ADP-Glo luminescence, 60 min; inhibition, % at 10 µM; 0.1% of 320,000 active;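 in the data active = inhibition above about 50%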;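 note: GST-tagged GSK-3 alpha with peptide substrate and 25 µM ATP; 0% = DMSO neutral wells and 100% = GW8510 positive control wells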
Target sequence (P49840 whole entry, looked up): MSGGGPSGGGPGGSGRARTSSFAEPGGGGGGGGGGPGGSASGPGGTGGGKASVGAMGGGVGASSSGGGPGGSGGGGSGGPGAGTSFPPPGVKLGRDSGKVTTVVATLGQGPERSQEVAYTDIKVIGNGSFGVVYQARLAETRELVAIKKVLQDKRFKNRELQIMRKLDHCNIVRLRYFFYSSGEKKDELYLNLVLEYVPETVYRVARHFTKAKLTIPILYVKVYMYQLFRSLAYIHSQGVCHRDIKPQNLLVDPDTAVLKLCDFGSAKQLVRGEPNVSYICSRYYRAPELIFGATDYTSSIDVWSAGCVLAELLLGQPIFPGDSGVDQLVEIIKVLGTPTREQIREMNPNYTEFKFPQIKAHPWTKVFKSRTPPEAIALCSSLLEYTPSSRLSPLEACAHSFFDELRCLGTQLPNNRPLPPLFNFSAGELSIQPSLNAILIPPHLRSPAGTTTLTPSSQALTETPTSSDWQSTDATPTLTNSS
HSP90 refold inh = inhibitors of HSP90 luciferase refolding in rabbit reticulocyte lysate | luciferase refolding luminescence, 3 h | inhibition, % at 5.6 µM | 0.91% of 290,000 active | AID 1789;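 active = inhibition above the screen-wide mean plus 3 SD, computed separately per campaign, cut at about 16% in these data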;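 note: 0% = DMSO wells and 100% = 60 µM geldanamycin wells; inhibitors lower the luminescence because luciferase stays unfolded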
HSF1 inhib = HSF1 inhibition; NIH3T3-HGL HSE-luciferase, MG132-induced, luminescence 8 h; hits give low values; activity change, negative = inhibition, % at 7.5 µM (by protocol); 0.77% of 300,000 active; AID 2098;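 active = more than half of replicate wells show activity change below -50%, luminescence cut by over half; inconclusive = some wells, but at most half, below -50%; inactive = no replicate well below -50%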;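 note: luciferase reports HSF-1 transcriptional activity via heat shock element; 0% = median of DMSO wells and -100% = zero luminescence signal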
DYRK1A inh = inhibitors of rat Dyrk1A kinase; Q63470; ADP-Glo luminescence, NFATc1 peptide; inhibition, % at 12.5 µM; 0.43% of 310,000 active; in the data active = inhibition above about 50%;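 note: plate controls were vehicle with enzyme for no effect and no enzyme for full effect; many of its hits are not listed in these tables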
AI-2 QS modul = modulates the Vibrio harveyi AI-2 quorum sensing system | Vibrio harveyi JMH597 AI-2 luminescence/OD600 ratio, 9 h; hits give low values; strain lacks LuxN and CqsS sensors; 0 = neutral-control median | AID 2094 | activity change, % at 7.5 µM | 0.4% of 300,000 active; in the data active = activity change below about -75%, passing the limit was not always enough; inconclusive = no clear call, values can overlap the other calls;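 note: luminescence divided by OD600 gain over 9 h not by final OD600 alone; inactives centre near 13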
Starred values were filed as active, the others as inactive; i = inactive; ? = inconclusive; · = no result given.

Values run as follows: Platelet DG rel, GSK3B inh, HSF1 activator, PolyA inhibitor, HDAC3 inh, GSK3 alpha inh, HSP90 refold inh, HSF1 inhib, DYRK1A inh, AI-2 QS modul
CC(=O)Oc1ccc(/C(C)=N\N2CCN(Cc3ccc(Cl)cc3)CC2)cc1
 : 25.0, 2.5, -7.4, i, 0.4, 0.3, 0.7, -2.4, ·, 9.3
NS(=O)(=O)c1ccc(Oc2ccc(S(N)(=O)=O)cc2)cc1
 : 3.1, 2.1, 1.9, i, 2.3, 5.5, 2.4, 4.9, -0.4, 25.7
O=C(CNC(=O)c1ccc2c(=O)n3c(nc2c1)CCC3)Nc1ccc(F)c(F)c1
 : -7.3, -1.5, -21.7, i, -0.2, -6.0, ·, -5.6, -8.5, -4.2
Cc1ccc(CNC(=O)CSCc2cccc(F)c2)cc1
 : 0.9, -3.0, 21.2, i, -7.9, -1.0, 0.9, 2.6, -3.1, 5.5
Cc1ccc2cc3c(NS(=O)(=O)c4cccc5nonc45)nn(CC(C)C)c3nc2c1
 : 5.9, 1.9, 4.8, i, ?, -4.3, -3.2, 2.0, -0.4, 20.1
N#C/C(C(=O)N1CCCCC1)=C1/N=C(NC(=O)c2ccc(F)cc2)c2ccccc21
 : 15.6, -0.9, -0.4, i, -2.7, 0.3, -4.1, -4.6, -9.9, 20.8
CCCCc1nnc(NC(=O)CCc2ccccc2)s1
 : -2.5, -8.9, -2.6, i, 7.0, -1.6, -3.2, -4.3, 3.3, 16.2
Cc1ccc(N/N=C/C=C/c2ccco2)cc1
 : -10.6, -2.3, 13.9, i, 8.1, 1.4, ·, 5.3, -0.4, -4.8
OCCSc1ncnc2c1oc1ccccc12
 : -36.4, -0.7, 13.1, i, -3.4, -3.4, 1.2, 5.8, 19.6, 16.2
CCCCN(C)Cc1c(C)[nH]c2ccc(Cl)cc2c1=O
 : 0.5, -0.9, -0.3, i, 9.7, -2.7, 3.6, -9.2, 0.3, 27.7
COc1cc(NC(=O)c2cc(C)nc3ccccc23)cc(OC)c1OC
 : 2.1, 2.6, -6.5, ·, -3.9, -2.4, -0.9, 1.0, 0.3, 16.8
COc1cc(/C=N/Nc2ccccn2)ccc1O
 : 12.2, -7.5, 36.8, i, -0.3, 1.0, -0.5, 46.8, 23.0, 26.6
Cc1ccc(OCC(=O)NC2CCSc3ccccc32)cc1 (stereo not given)
 : 2.9, 4.0, 22.6, i, -0.2, -2.3, ·, 9.0, 3.9, 12.8
COc1ccccc1CC(=O)NN1C(=O)c2ccccc2C1=O
 : 10.6, -24.5, 15.0, i, -15.6, -0.3, 0.5, -4.1, 3.2, 12.8
Cc1ccc(CNCC2CCCO2)o1 (stereo not given)
 : 0.2, -1.0, -9.9, i, 0.4, -1.5, -2.1, -6.6, -1.8, 20.9

In a second layout: entries from further up.
COc1cc(NC(=O)c2cc(C)nc3ccccc23)cc(OC)c1OC
  Platelet DG rel = 2.1	GSK3B inh = 2.6	HSF1 activator = -6.5	PolyA inhibitor = ·	HDAC3 inh = -3.9	GSK3 alpha inh = -2.4	HSP90 refold inh = -0.9	HSF1 inhib = 1.0	DYRK1A inh = 0.3	AI-2 QS modul = 16.8

COc1cc(/C=N/Nc2ccccn2)ccc1O
  Platelet DG rel = 12.2	GSK3B inh = -7.5	HSF1 activator = 36.8	PolyA inhibitor = i	HDAC3 inh = -0.3	GSK3 alpha inh = 1.0	HSP90 refold inh = -0.5	HSF1 inhib = 46.8	DYRK1A inh = 23.0	AI-2 QS modul = 26.6

Going on with the list:
Values run as follows: Platelet DG rel, GSK3B inh, HSF1 activator, PolyA inhibitor, HDAC3 inh, GSK3 alpha inh, HSP90 refold inh, HSF1 inhib, DYRK1A inh, AI-2 QS modul
Cc1oc(-c2ccc(Cl)cc2)nc1CS(=O)CC(=O)NCc1ccccc1 (stereo not given)
 : 2.5, 6.5, 3.0, i, -4.7, -0.1, 1.1, -1.4, -4.1, 7.8
CC(=O)C1=C(C)NC(SCC(N)=O)=C(C#N)C1CC(C)C (stereo not given)
 : 4.0, 0.8, -6.2, i, 0.1, 2.1, -3.6, 1.5, -3.2, 27.9
CCC1CCCCN1c1nc2c(C=O)c(C)nn2c2ccccc12 (stereo not given)
 : -3.4, 0.8, -19.2, i, -5.3, 3.3, 2.6, -5.4, 1.6, 17.6
O=C(Oc1coc(CSc2ncccn2)cc1=O)c1cccc([N+](=O)[O-])c1
 : -3.2, 5.7, -9.0, i, -9.2, -2.0, -4.3, -4.3, -3.6, 5.7
Cc1ccc(NC(=O)CSc2nc(C)c(C)c(C)n2)c([N+](=O)[O-])c1
 : 2.0, -0.4, -1.2, i, -2.6, -0.6, -4.2, 2.9, -1.9, 21.3
Cc1cccc(-c2n[nH]c(S(C)(=O)=O)c2C#N)c1
 : -10.5, 5.5, -1.3, i, 6.4, -1.7, 0.5, -1.3, 7.4, 8.2
COCCCNS(=O)(=O)c1ccc(S(=O)(=O)N2CCCC2)cc1
 : 0.6, -0.2, -5.2, i, -3.7, -3.4, 2.2, -2.2, -2.3, 3.0
CCOc1cc(CNn2cnnc2)cc(Br)c1OCC(=O)NC1CCCCC1
 : -7.9, -0.1, -15.9, i, -3.6, -1.6, 3.8, -4.5, -26.2, 6.5
O=C(COC(=O)c1ccc[nH]c1=O)Nc1ccc(S(=O)(=O)N2CCCC2)cc1
 : -3.2, -1.1, 17.4, i, 6.1, -0.5, 4.3, -1.3, -0.4, 3.7
O=C(/C=C/c1c(F)cccc1Cl)Nc1nc2ccccc2[nH]1
 : 13.7, 1.8, 62.5*, i, -0.7, -1.8, 2.0, 17.8, -2.5, 18.7
O=C(Cn1[nH]c(=O)c2ccccc2c1=O)Nc1cccc(S(=O)(=O)N2CCCCCC2)c1
 : -3.9, -0.4, 4.9, i, -3.1, -5.3, 6.1, 0.1, 14.7, 10.8
Cc1cc(CNC(=O)COC(=O)Cn2[nH]c(=O)c3ccccc3c2=O)cc(C)c1O
 : -0.4, 3.4, 7.6, i, 2.8, -2.2, ·, 2.0, 1.8, 18.5
CC(=O)c1cccc(N(C(=O)c2csnn2)C(C(=O)NC2CCCC2)c2ccccc2)c1 (stereo not given)
 : -14.5, 3.3, -6.5, i, -2.6, 0.7, -2.8, -9.9, 0.9, 35.4
COc1ccc(-c2csc(-c3cccs3)n2)cc1OC
 : -0.7, 1.8, 19.1, i, 0.4, -1.8, -2.2, 14.9, ·, 5.8
O=C(CCl)N1N=C(c2cccs2)CC1c1ccco1 (stereo not given)
 : -3.9, 0.0, -94.9, i, -3.5, -1.8, 2.4, -94.0*, 7.2, 8.0
CC1CC(C)CN(C(=O)CSC2=Nc3ccccc3C3=NC(Cc4c[nH]c5ccccc45)C(=O)N23)C1 (stereo not given)
 : 11.2, -0.8, -6.6, i, 3.1, ·, 4.0, 1.0, -5.4, 0.2
CN(C)S(=O)(=O)N1CCC(Oc2ccc(C(=O)NC3Cc4ccccc4C3)cc2)CC1
 : -28.7, -2.2, 9.9, i, -8.6, 0.5, 0.9, 11.6, -5.6, 18.1
COC(=O)c1ccc(C)c(NS(=O)(=O)c2cn(C)nc2C)c1
 : -4.8, 2.3, -2.9, i, -1.8, 0.6, 4.5, -5.1, -2.9, 12.2
O=C(O)c1ccccc1-c1ccccc1C(=O)Nc1ccc2c(c1)CCC2
 : -7.3, 1.9, -0.4, i, -2.3, -4.7, -0.1, 4.3, 10.9, 20.6
O=C(CCc1ccccc1)Nc1ccccc1C(F)(F)F
 : 2.1, 0.0, 13.1, i, 2.2, -0.9, 3.8, -6.9, 1.3, 14.5
O=C(Nc1ccc(F)cc1)C1CCCN1S(=O)(=O)c1cccc2nsnc12 (stereo not given)
 : 0.6, -2.5, -1.0, i, 3.0, 0.4, 0.3, -2.4, -2.2, 22.8
Cc1cc(C(F)(F)F)nn1CC(=O)N(C)C1CCCCC1
 : 0.5, 5.5, -3.5, i, -0.5, -1.6, 1.6, 4.8, 3.5, 15.2
Cc1nc(Nc2ccc(S(=O)(=O)N3CCCCC3C)cc2)c2nnn(Cc3ccccc3)c2n1 (stereo not given)
 : -0.8, 1.8, 26.8, i, -10.8, -0.3, 0.8, 8.1, -1.7, 2.4
OCCOCCn1c(C2CCCN2c2nc(-c3ccc(F)cc3)cs2)nc2cc(C(F)(F)F)ccc21 (stereo not given)
 : -2.8, 3.3, 44.7, i, 5.6, -1.9, ·, 29.9, 3.2, -2.6
CC(C)Cc1nc2ccccc2n1CCc1ccccc1
 : -1.8, -3.4, 21.4, i, -0.8, -0.3, 0.3, 4.2, -1.8, 13.7
CCN(CC)S(=O)(=O)c1cc([N+](=O)[O-])ccc1N1CCC(C(N)=O)CC1
 : -0.2, 1.4, -1.8, i, -3.3, 1.7, 0.6, 2.8, ·, 8.7
CCOC(=O)C1=NN(C(C)=O)C2(CC(=O)N(c3ccc(C)c(C)c3)C2=O)C1 (stereo not given)
 : -3.7, 0.0, -9.4, i, -4.2, 5.4, -2.4, -2.5, 2.3, 23.5
COc1ccc2oc(C(=O)NNC(=O)c3ccc(F)cc3)c(C)c2c1
 : 4.3, 1.1, 7.0, i, -8.7, 1.9, ·, 9.8, -1.3, 0.7
CN1C/C(=N\S(=O)(=O)c2ccccc2)N(C)C1=O
 : 6.8, 1.8, 3.3, i, 0.3, -3.7, -2.6, 9.5, 3.5, 10.7
Cc1ccc2c(c1)N(S(=O)(=O)c1ccc(CN3C(=O)c4cccnc4C3=O)cc1)CCO2
 : -0.7, -4.8, -2.0, i, -8.4, 0.2, -2.0, 0.0, 2.8, 22.9
CC1CCC(=NNC(=O)Cc2cccn2C)CC1 (stereo not given)
 : -2.8, -2.6, -11.3, i, 3.6, 2.1, 7.7, -4.1, -4.4, 19.2
CC1C(=O)N2CCCc3cc(S(=O)(=O)N4CCN(c5cccc(Cl)c5)CC4)cc1c32 (stereo not given)
 : -1.4, 1.6, 24.6, i, -12.3, 1.4, ·, 15.5, -4.1, 18.1
CC(=O)Nc1ccc(OCc2cnc(Cl)s2)cc1
 : 3.3, -0.2, 11.4, i, -1.8, -0.4, -4.4, 2.5, 8.5, 16.6
Cc1cc(C)n(S(=O)(=O)c2ccc(Cl)cc2)n1
 : -6.1, -1.9, 2.6, i, -1.2, -3.3, -0.5, -3.5, -7.0, 19.5

An excerpt; count on the stated rates, not on these rows.
